TIM10 inh: inhibits growth of TIM10 yeast strain; S. cerevisiae TIM10 strain growth, BacTiter-Glo luminescence, 24 h; AID 463195; inhibition, % at 10 µM; 330,000 tested, 1.4% active;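 active = inhibition of 40% or more at the single tested concentration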;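 also: wild-type TIM10 isogenic control strain grown at permissive 25 °C; 0% = DMSO yeast wells and 100% = minimal medium wells without yeast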
APJ antagonist: APJ receptor antagonism; P35414; CHO-K1 APJ beta-arrestin complementation, luminescence; inhibition, % at 20 µM; 330,000 tested, 0.32% active; AID 2521;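 active = inhibition above about 40% at 20 µM, limit read from the data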;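 also: cells challenged with 10 nM apelin-13 agonist together with compound; plate controls were apelin-13 plus DMSO wells for no effect and DMSO wells lacking apelin-13 for full effect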
Target sequence (P35414 whole entry, looked up): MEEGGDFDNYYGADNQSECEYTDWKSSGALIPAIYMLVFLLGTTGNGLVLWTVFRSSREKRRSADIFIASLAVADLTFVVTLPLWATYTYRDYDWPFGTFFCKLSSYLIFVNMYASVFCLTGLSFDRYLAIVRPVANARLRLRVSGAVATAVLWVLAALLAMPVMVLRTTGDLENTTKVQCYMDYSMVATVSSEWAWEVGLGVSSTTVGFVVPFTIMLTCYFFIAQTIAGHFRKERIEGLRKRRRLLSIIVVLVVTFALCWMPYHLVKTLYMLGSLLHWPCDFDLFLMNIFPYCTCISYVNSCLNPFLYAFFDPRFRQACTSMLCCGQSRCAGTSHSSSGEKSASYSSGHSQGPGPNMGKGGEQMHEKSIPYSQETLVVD
APJ agonist: agonists of human APJ apelin receptor; CHO-K1 APJ PathHunter beta-arrestin, luminescence; 0% DMSO wells, 100% apelin; P35414; AID 2520; 330,000 tested, 0.11% active; activation, % at 20 µM;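 active = activation more than six SD over the plate average, tested at 20 µM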;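 also: 0% = DMSO alone and 100% = apelin-13 at 10 nM; some results filed as inactive read as strong as hits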
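system = engineered CHO-K1 APJ arrestin reporter cells | input = 1000 cells per well | timing = overnight seeding, 90 min compound at 25 °C, 1 h detection | measured by = enzyme-fragment complementation luminescence | read-out = beta-arrestin recruitment to APJ as agonist activity, luminescent signal | control set = negative DMSO alone, positive Apelin-13 at 10 nM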
tim10-1 inh: inhibits growth of tim10-1 mutant yeast; S. cerevisiae tim10-1 ts strain growth, BacTiter-Glo, 24 h; inhibition, % at 20 µM; 330,000 tested, 2.2% active; AID 463190;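 active = inhibition of at least 40%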;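 also: mutant grown at 25 °C; 0% = DMSO wells with yeast and 100% = wells holding no yeast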
tim23-1 inh: inhibits growth of tim23-1 mutant yeast. S. cerevisiae tim23-1 growth, BacTiter-Glo luminescence, 24 h. inhibition, % at 20 µM. 330,000 tested, 1.3% active;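 active = growth inhibition of the mutant yeast at or above 50%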;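 also: temperature-sensitive mutant grown at 25 °C; plate controls were DMSO-treated mutant yeast for no effect and medium wells lacking yeast for full effect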
GRIN3A LBD mod: modulates the human NR3A ligand-binding domain; NR3A LBD differential scanning fluorimetry, Tm shift; 0% = protein alone, 100% = glycine-bound protein; Tm shift relative to glycine control, % at 25 µM; 340,000 tested, 2.5% active;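 active = melting temperature shift of at least 10% of the positive control shift, at one fixed dose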
MPTP inh: blocks calcium-induced mitochondrial swelling; isolated mouse mitochondria, Ca2+ swelling absorbance, 30 min; inhibition, % at 10 µM; 360,000 tested, 1.4% active; AID 602449;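 active = inhibition of 50% or more, scaled per plate between neutral and stimulator controls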;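 also: 0% = DMSO wells given calcium and 100% = 1 mM EGTA wells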
NLRP3 yeast inh: NALP3 inhibition in yeast | Yeast reconstituted NLRP3/ASC/caspase-1, beta-gal luminescence, 24 h | inhibition, % at 10 µM | 330,000 tested, 0.39% active;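 active = inhibition of 50% or more; inactive = inhibition below 50%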;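 also: plate controls were induced DMSO wells for no effect and uninduced yeast grown without galactose for full effect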
MIN6 prolif: MIN6 beta-cell proliferation induction. MIN6 cells proliferation, ATPlite luminescence, 48 h; cells starved in 0.2% serum; 100% = growth in 10% serum. 330,000 tested, 0.29% active. AID 2380. proliferation, % at 10 µM;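 active = compounds whose signal lies at least 3.5 SD above the mean of all wells on their plate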;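 also: 0% = DMSO-treated cells in low-serum medium and 100% = 10% serum control; some compounds called inactive have numbers as strong as hits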
* marks the source's active call; other numbers are inactive results; · = not tested or not shown.

Start of the data: the first four records as a preview:
item	smiles	TIM10 inh	APJ antagonist	APJ agonist	tim10-1 inh	tim23-1 inh
1	O=C(Cc1ncc(C(F)(F)F)cc1Cl)Nc1cccc(Br)c1	8	7	-3	48*	34
2	CCc1ccc(NC(=O)C(=O)NCC(O)c2ccccc2)cc1 (stereo not given)	-3	-1	3	13	3
3	Cc1ccc(S(=O)(=O)N2CCN(C(=O)COC(=O)CC(C)c3ccccc3)CC2)c(C)c1 (stereo not given)	6	23	-9	32	35
4	CCOC(=O)[C@@H]1[C@H]2COc3ccccc3[C@@H]2N2C(=O)N(c3cccc(C)c3)C(=O)[C@@]12C	16	8	-3	14	22

item	GRIN3A LBD mod	MPTP inh	NLRP3 yeast inh	MIN6 prolif
1	-7	32	3	-4
2	-2	-0.2	21	1
3	0	-2.3	13	-1
4	-2	-2.3	19	-1

The whole of this part (from the top)
item	smiles	TIM10 inh	APJ antagonist	APJ agonist	tim10-1 inh	tim23-1 inh
1	O=C(Cc1ncc(C(F)(F)F)cc1Cl)Nc1cccc(Br)c1	8	7	-3	48*	34
2	CCc1ccc(NC(=O)C(=O)NCC(O)c2ccccc2)cc1 (stereo not given)	-3	-1	3	13	3
3	Cc1ccc(S(=O)(=O)N2CCN(C(=O)COC(=O)CC(C)c3ccccc3)CC2)c(C)c1 (stereo not given)	6	23	-9	32	35
4	CCOC(=O)[C@@H]1[C@H]2COc3ccccc3[C@@H]2N2C(=O)N(c3cccc(C)c3)C(=O)[C@@]12C	16	8	-3	14	22
5	OCCN1CCOCCOc2ccccc2OCCOCC1	-8	-15	-1	-9	7
6	CCOc1ccc(C(=O)OCC(=O)N2CCCC2)cc1	-11	7	-3	-10	4
7	O=c1c2c([nH]c3ccccc13)C(=C1CCCC1)CC2	14	11	-5	13	3
8	Cn1cc(CN2CCCC(C(=O)Nc3cccc(-c4cc5ccccc5[nH]4)c3)C2)cn1 (stereo not given)	7	-8	5	19	11
9	COC(=O)c1sc2ccccc2c1NC(=O)c1ccc(S(=O)(=O)N2CC(C)CC(C)C2)cc1 (stereo not given)	4	-5	3	11	-5
10	O=C(O)c1ccc2c(=O)n3c(nc2c1)/C(=C/c1ccc(Cl)cc1Cl)CC3	17	20	-2	9	7

item	GRIN3A LBD mod	MPTP inh	NLRP3 yeast inh	MIN6 prolif
1	-7	32	3	-4
2	-2	-0.2	21	1
3	0	-2.3	13	-1
4	-2	-2.3	19	-1
5	-3	-0.7	9	-2
6	-1	-1.8	4	0
7	4	2.6	3	-2
8	-4	0.4	6	-6
9	1	17	2	0
10	-3	0.0	2	-2

(list continues)
item	smiles	TIM10 inh	APJ antagonist	APJ agonist	tim10-1 inh	tim23-1 inh
11	OC(C#CCN1CCCC1)c1ccccc1 (stereo not given)	12	7	-5	10	4
12	CC(=O)c1ccc(N2CCN(C(=O)c3ccc(Br)cc3)CC2)c(F)c1	2	-4	5	33	57*
13	CCCNC(=O)C1(CC2CC(c3ccccc3)=NO2)CCN(C(=O)Cc2ccc(F)cc2)CC1 (stereo not given)	-18	5	-6	-10	-5
14	Cc1ccc(C(=O)Nc2cccnc2)cc1Cl	6	11	-3	-25	17
15	CCOc1cc(C(=S)N2CCCC2)ccc1OC	9	13	-5	-14	16
16	O=C1Cc2cc(S(=O)(=O)N3CCCCC3)ccc2N1	4	2	-2	-3	-8
17	CC(=O)C(=Cc1cc(C)n(-c2ccccc2)c1C)C(C)=O	15	-13	-4	18	-2
18	Cc1ccc(C#N)c(SCc2cc3c(cc2Cl)OCO3)n1	5	8	-5	6	-6
19	O=C(Nc1nc2n(n1)C(c1ccccc1)C=C(c1ccccc1)N2)c1ccco1 (stereo not given)	18	10	-3	25	22
20	O=C(N/N=C/c1ccoc1)c1cccc([N+](=O)[O-])c1	2	-9	0	7	15

item	GRIN3A LBD mod	MPTP inh	NLRP3 yeast inh	MIN6 prolif
11	1	0.0	0	0
12	-5	-0.9	39	-3
13	1	-2.8	9	-3
14	1	0.7	11	-4
15	-2	2.4	5	2
16	-1	-1.2	5	-1
17	-1	0.6	17	-1
18	1	-0.1	-1	0
19	0	-1.9	-2	-3
20	-1	-1.3	14	10

Whole records from above:
Record of `Cc1ccc(C#N)c(SCc2cc3c(cc2Cl)OCO3)n1` → TIM10 inh = 5; APJ antagonist = 8; APJ agonist = -5; tim10-1 inh = 6; tim23-1 inh = -6; GRIN3A LBD mod = 1; MPTP inh = -0.1; NLRP3 yeast inh = -1; MIN6 prolif = 0
Record of `O=C(N/N=C/c1ccoc1)c1cccc([N+](=O)[O-])c1` → TIM10 inh = 2; APJ antagonist = -9; APJ agonist = 0; tim10-1 inh = 7; tim23-1 inh = 15; GRIN3A LBD mod = -1; MPTP inh = -1.3; NLRP3 yeast inh = 14; MIN6 prolif = 10

Later entries:
item	smiles	TIM10 inh	APJ antagonist	APJ agonist	tim10-1 inh	tim23-1 inh
21	CCOC(=O)c1nnn(-c2nonc2-n2cccc2)c1CN1CCC(C(=O)OCC)CC1	27	14	-6	32	24
22	O=C(CN1C(=O)C2CC=C(Cl)CC2C1=O)Nc1ccc(C(=O)O)cc1 (stereo not given)	-1	-9	-1	3	7
23	CC(C)(CNC(=O)c1ccc(-c2cccc(C(F)(F)F)c2)o1)N1CCOCC1	2	-11	-1	17	12
24	CC(=O)c1c(C)[nH]c(C(=O)Nc2ccc(Cl)c(S(=O)(=O)N(C)C)c2)c1C	19	2	-1	7	26
25	O=C(C1=C[C@H](c2csc3ccccc23)C[C@H](OCc2ccc(CO)cc2)O1)N1CCN(Cc2ccc3c(c2)OCO3)CC1	-10	-4	-1	5	10
26	O=C(NC1CC1)c1ccc(CS(=O)c2ccc(Br)cc2)o1 (stereo not given)	0	25	3	5	-10
27	COc1ccccc1NC(=O)CSc1nccn1Cc1ccccc1	-3	4	-1	20	21
28	Cc1ccc(/C=N/N2CCN(Cc3ccccc3)CC2)cc1	-3	7	-5	7	8
29	CC(OC(=O)CCC(=O)c1cccs1)C(=O)Nc1ccccc1[N+](=O)[O-] (stereo not given)	8	-22	0	4	-14
30	Cc1ccc(NC(=O)C(C)Sc2nc(=O)cc(N)n2-c2ccccc2)cc1 (stereo not given)	23	19	1	8	17

item	GRIN3A LBD mod	MPTP inh	NLRP3 yeast inh	MIN6 prolif
21	0	-2.0	5	-2
22	-1	-1.6	-1	0
23	-4	2.5	20	-1
24	-3	9.1	-3	-1
25	0	-1.1	11	-8
26	-2	1.5	18	5
27	-2	1.1	25	3
28	1	3.0	13	-1
29	3	-1.5	16	4
30	-2	-1.4	8	0

(list continues)
item	smiles	TIM10 inh	APJ antagonist	APJ agonist	tim10-1 inh	tim23-1 inh
31	COc1ccc(OC)c(C(=O)NC(CC(N)=O)c2ccc(NC(C)C)c([N+](=O)[O-])c2)c1 (stereo not given)	1	22	-6	-6	1
32	N/C(=N\OC(=O)c1ccc(Cl)cc1Cl)c1ccccc1	87*	-39	9	62*	82*
33	O=C(CN1CCCCC1)NC(=O)NCc1ccccc1	1	3	-3	13	2
34	CCOC(=O)C(NC(=O)CC)C(O)c1cccc([N+](=O)[O-])c1 (stereo not given)	7	3	-2	12	10
35	O=C(CSc1ncn(-c2ccccc2)n1)NCc1ccccc1	7	-13	-1	6	14
36	CN(C)c1ccc(C2C3CCCc4ccccc4C3=NN2C)cc1 (stereo not given)	21	16	-1	20	28
37	Cc1ccccc1N1CCN(S(=O)(=O)CC23CCC(CC2=O)C3(C)C)CC1 (stereo not given)	5	10	0	17	29
38	CCCNc1ccc(S(=O)(=O)N(CC)CC)cn1	-9	-9	-3	2	4
39	C=CCNc1ncnc2c1[nH]c1ccccc12	-5	0	1	-3	-17
40	O=c1c(Cc2c(F)cccc2Cl)c(O)ccn1C1CCCCCC1	-5	-3	-3	6	-8

item	GRIN3A LBD mod	MPTP inh	NLRP3 yeast inh	MIN6 prolif
31	-2	-0.1	8	7
32	-24	3.8	18	-4
33	-2	-0.5	12	-1
34	-4	-0.5	12	-3
35	0	0.2	15	-2
36	1	4.5	3	-4
37	-1	0.2	10	-2
38	-9	-0.7	1	-1
39	-1	0.7	12	-2
40	-2	0.1	16	-2

The listing continues:
item	smiles	TIM10 inh	APJ antagonist	APJ agonist	tim10-1 inh	tim23-1 inh
41	Cc1ccc(NC(=O)CCS(=O)(=O)c2cccc3nonc23)cc1	-18	6	0	11	18
42	COc1ccccc1NC(=O)COC(=O)CN1C(=O)C(=O)c2ccccc21	-1	15	-8	2	11
43	CCC(CO)Oc1cc(NCc2cccc(OC)c2)c2ncn(C(C)C)c2c1 (stereo not given)	4	-12	0	-1	12
44	O=C(NC1CCCC1)C(c1cccs1)N(C(=O)c1csnn1)c1ccccc1F (stereo not given)	8	19	-2	-8	3
45	CCc1nc(C)ccc1OCC(=O)N1CCc2c([nH]c3ccccc23)C1c1ccccn1 (stereo not given)	-2	4	-2	-66	14
46	O=C(CNC(=O)c1ccncc1)N/N=C/c1ccc(O)cc1O	-13	-10	-5	2	3
47	CC(=O)N1c2ccc(S(=O)(=O)N3CCC(C(=O)N4CCC(C)CC4)CC3)cc2CC1C (stereo not given)	2	-57	7	-10	9
48	CCOc1ccc(C2SCC(=O)N2c2c(C)n(C)n(-c3ccccc3)c2=O)cc1 (stereo not given)	-3	-27	-2	8	15
49	CNC(=S)NNC(=O)c1cccn(Cc2ccc(Cl)cc2Cl)c1=O	12	8	1	23	2
50	CCCC/C(O)=C1\C(=O)CC(C)(C)CC1=Nc1ccccc1OC	26	2	-3	41*	31

item	GRIN3A LBD mod	MPTP inh	NLRP3 yeast inh	MIN6 prolif
41	0	-0.3	0	-3
42	-2	1.8	13	-3
43	3	-1.6	22	-4
44	-5	0.1	13	0
45	-1	-0.8	10	1
46	-1	1.8	-10	2
47	-2	-0.4	9	-2
48	3	-2.0	0	1
49	·	·	9	-2
50	2	1.7	-36	1

The list goes on:
item	smiles	TIM10 inh	APJ antagonist	APJ agonist	tim10-1 inh	tim23-1 inh
51	O=C(CNC(=O)C1COc2ccccc2O1)N/N=C\c1ccc(Br)cc1 (stereo not given)	33	-9	0	60*	46
52	CCOc1ccccc1-n1c(C)cc(C=O)c1C	-11	-11	1	22	22
53	COC(=O)c1ccc(NC(=O)CN2C(=O)c3ccccc3S2(=O)=O)cc1	-23	22	1	-13	6
54	O=C(CNC(=O)c1ccc2ccccc2c1)NCc1ccc(F)cc1	-12	-7	0	-43	-2
55	CCOCCCNS(=O)(=O)c1ccc(NC(=O)CN2C(=O)c3ccccc3C2=O)cc1	0	0	-3	3	4
56	CCCN(CCC)c1nc(N)nc(-c2cc(Cl)ccc2OC)n1	23	-3	3	30	48
57	COC(=O)c1cccc(NC(=O)c2cccnc2)c1	-17	-8	3	1	6
58	CCCN(CC(=O)Nc1ccccc1OC)C(=O)Cn1[nH]c(=O)c2ccccc2c1=O	-2	10	-4	-17	-8
59	COc1ccc(NC2=C3CC(C)CC=C3N(c3ccc(OC)cc3)C2=O)cc1 (stereo not given)	9	8	-3	28	26
60	CC(=O)Nc1nc(-c2ccc3c(c2)CCN3C(=O)C2CC2)c(C)s1	18	7	4	2	14
61	CCc1ccc(C(=O)NNC(=O)CN2C(=O)NC3(CCCC3)C2=O)cc1	-14	16	-2	-21	-2

item	GRIN3A LBD mod	MPTP inh	NLRP3 yeast inh	MIN6 prolif
51	-8	-0.1	14	-2
52	-1	2.7	5	-3
53	-1	-1.6	35	3
54	0	0.6	12	-1
55	-2	-2.0	10	2
56	-3	-1.9	23	-2
57	2	0.7	11	-3
58	0	1.9	11	2
59	-4	2.3	-2	0
60	1	-1.4	5	-5
61	1	-0.7	13	-1
